Screening data deposited in PubChem BioAssay by Broad Institute.
NSD2 inh: NSD2 (human) methyltransferase inhibition; hit rate 0.54% among 310,000; O96028; NSD2 peptide methylation, AlphaScreen, 120 min; AID 743445; inhibition, % at 12.5 µM; in the data active = inhibition above about 50%
Numbers without * were called inactive. Not all compounds are listed; the hit share may differ from the screen's.

SMILES | NSD2 inh
CN(C)c1ccc(CNC(=O)C2(C)Cc3c(-c4cccc(C(F)(F)F)c4)ccnc3O2)cc1 (centres undefined) | 8
CC1(C(=O)NS(=O)(=O)c2ccc(F)cc2F)CCN1C(=O)c1cccc(F)c1 (centres undefined) | -2
CN(C)c1ccc(-c2csc(C(O)c3ccc(F)cc3)n2)cc1 (centres undefined) | -2
O=C1NC[C@H](Cc2ccc(O)cc2)N(CCc2cc(C(F)(F)F)cc(C(F)(F)F)c2)C1=O | 0
CC(C)(C)OC(=O)N1CCc2onc(-c3ccc(-n4cc(C5=CCCCC5)nn4)cc3)c2C1=O | 0
N#Cc1ccc(C2CC(OCCF)=CC(=O)O2)cc1 (centres undefined) | 0
CCCN(CC1CC1)c1c2c(nc3ncnn13)CCCC2 | -3
COCCNC(=O)C1CCCN(C(=O)/C=C/c2ccccc2)CC1 (centres undefined) | -2
COc1cc(CNC(=O)c2cc(-c3cc(F)ccc3OCC3CCCO3)n[nH]2)cc(OC)c1 (centres undefined) | -3
CCCCC(=O)N(C)c1c(C)nc2ccc(C(=O)N(C)Cc3ccco3)cn12 | -1
COC(=O)c1ccc(S(=O)(=O)N2CCC(NC(=O)Cc3ccccc3)CC2)cc1 | -4
CC(O)(c1ccc(F)c(F)c1)c1nc(-c2cccc(C(=O)O)c2)cs1 (centres undefined) | -2
COc1cc(NC(=O)c2cc(C)on2)c(OC)cc1Cl | 0
O=c1oc2cc(O)ccc2cc1-c1nc2ccccc2o1 | -18
COc1ccccc1-c1cc(NC=O)c2ncc(-c3cccc(C(C)=O)c3)n2c1 | 2
CCOC(=O)c1c(-c2ccccc2)csc1/N=C/C1C(=O)CC(C)(C)CC1=O | -4
Cc1cc2c(s1)c1cnn(Cc3cc(F)ccc3F)c(=O)c1n2C | -3
CCCCNC(=O)C1(C)CCN1C(=O)c1oc2ccccc2c1C (centres undefined) | -3
CN(C)c1cccc(-c2ccnc(N3CCC(C(N)=O)CC3)n2)c1 | 0
Cc1ccsc1-c1cc2nc(Nc3ccc(F)cc3)n(C)c(=O)c2s1 | -1
COC(=O)C1CCN(C(=O)CN2CCC(C(=O)c3ccc(C)cc3)CC2)CC1 | -1
CC(C)c1ccc(CC(=O)N2CCC2(C)C(=O)NS(=O)(=O)c2ccc(Cl)s2)cc1 (centres undefined) | 0
CCN(CC)C(=O)c1cccc(-c2csc(C(C)(NC(C)=O)c3ccccc3)n2)c1 (centres undefined) | 0
COc1ccc(C(C)(O)c2nc(/C=C/c3ccccc3)cs2)cc1 (centres undefined) | -2
COc1ccc(S(=O)(=O)NNS(=O)(=O)c2ccc(OC)c(OC)c2)cc1OC | -1
Cc1ccc(Cl)cc1-c1cc(C(=O)NCC2CCCCC2)[nH]n1 | -1
O=C(CSc1nnc(-c2cccs2)o1)Nc1cccc2ccccc12 | 0
COc1ccc(C(O)c2ncc(-c3ccccc3)[nH]2)cc1 (centres undefined) | 1
CC(=O)NCCNc1nc2cc(-c3ccsc3)sc2c(=O)n1C | 2
CCc1nc2c(OCc3ccccc3)cccn2c1N(C)C(=O)Nc1ccccc1OC | 0
Cc1ccc(NC(=O)c2cccc3c2-c2ccccc2C3=O)c(C)c1 | -1
CCCNC(=O)c1cc(C2CCCCN2C(=O)c2ccc(C(C)C)cc2)on1 (centres undefined) | 3
CCc1nc2ccc(C(=O)NCCCN(C)C)cn2c1N(C)CCCc1ccccc1 | 7
COc1ccc(S(=O)(=O)NC(=O)C2(C)CCN2C(=O)CCc2ccc(Cl)cc2Cl)cc1 (centres undefined) | 2
CC1(C(=O)NS(=O)(=O)c2ccc3ccccc3c2)CCN1C(=O)CC1CCCCC1 (centres undefined) | -2
Cc1cc(N2CCN(Cc3ccc4c(c3)OCO4)CC2)n2nc(C)nc2n1 | -1
CN1CCC(N[C@@H](Cc2ccccc2)C(=O)NCCCc2ccccc2)(C(=O)NCCc2c[nH]c3ccccc23)CC1 | 4
CCc1cc2c(nc1CC)CCCN2S(=O)(=O)c1ccc(C#N)cc1 | 0
CC1(C(=O)NS(=O)(=O)c2ccc(C#N)cc2)CCN1C(=O)C1(c2ccccc2)CCCC1 (centres undefined) | 0
CCOC(=O)[C@]12CCCC=C1N(Cc1ccccc1)C(=O)[C@H](CC(=O)N1CCOCC1)C2 | -1
CCOC(=O)C1(C)CCN1C(=O)c1csnn1 (centres undefined) | -2
O=C(CSc1nc2sc3c(c2c(=O)n1-c1ccccc1)CCCC3)NN=Cc1ccc(OCc2ccccc2)cc1 | 6
COc1ccc(Cn2cc(COC(=O)NCCc3c[nH]c4ccccc34)nn2)cc1 | 2
CC1(C(=O)NS(=O)(=O)C2CC2)CCCN(C(=O)c2ccco2)C1 (centres undefined) | 0
CC(C)=CCn1c2ccc(NC(=S)NC3CC3)cc2c(=O)n1C | -2
Cc1cc(C)cc(C(O)c2ncc(-c3ccc4ccccc4c3)[nH]2)c1 (centres undefined) | 0
COc1cccc(NC(=O)C2(C)CCN2Cc2cccc(OC)c2F)c1 (centres undefined) | -2
Cc1ccc(F)cc1C(=O)N1CCCC(c2cc(C(=O)NCc3ccccc3)no2)C1 (centres undefined) | 0
CC(C)CC(N)c1csc(Nc2ccc(C(F)(F)F)cn2)n1 (centres undefined) | 6
FC(F)(F)c1cccc(-c2cc3nc(NC4CCCCC4)ccn3n2)c1 | 1
O=[N+]([O-])c1ccc(OC2OCC(O)C(O)C2O)cc1 (centres undefined) | 3
O=C(NC(c1ccccc1)c1ccsc1)C1CCN(Cc2ccccc2)CC1 (centres undefined) | 3
COc1ccc(-c2nnc(SCC(=O)Nc3ccc(S(=O)(=O)Nc4cc(C)nc(C)n4)cc3)n2-c2ccc(OC)cc2)cc1 | 1
Cc1onc(-c2ccccc2)c1C(=O)NN=Cc1cc(Cl)cc(Cl)c1O | -2
Cc1ccc2c(c1)N(CCCC(=O)N(C)Cc1ccccc1F)C(=O)CO2 | -2
CC(=O)c1ccc(OCc2nnn(CC(=O)O)c2-c2ccccc2)cc1 | -2
CC1(C(=O)Nc2cccc3ccccc23)CCN1C(=O)Cc1ccccc1Cl (centres undefined) | -2
Cc1ccc(S(=O)(=O)N2CCCC(C(=O)Nc3c(C)n(C)n(-c4ccccc4)c3=O)C2)cc1 (centres undefined) | 9
Oc1cccnc1CN1CCCCC1 | -2
Cc1ccccc1S(=O)(=O)NC(=O)C1(C)CCN1C(=O)C1(c2ccc(Cl)cc2)CC1 (centres undefined) | -3
More results.
SMILES | NSD2 inh
NC(=O)c1cccc(-c2ccnc3c2CC(C(=O)Nc2ccc(Cl)cc2)O3)c1 (centres undefined) | -2
COc1cc(OC)nc(Nc2nc(C(C)N)cs2)n1 (centres undefined) | 1
COc1cc(-n2c(C)nc3cc(C(=O)N4CC(C)CC(C)C4)ccc32)cc(OC)c1OC (centres undefined) | -2
CC(O)(c1ccccc1)c1nc(-c2cccc(C(F)(F)F)c2)cs1 (centres undefined) | -4
O=C(NCCNC(=O)c1ccc(Cl)cc1Cl)c1ccc(Cl)cc1Cl | -2
OC(c1ccc2c(c1)OCO2)c1ncc(-c2ccc(Cl)cc2)[nH]1 (centres undefined) | 10
Cc1ccccc1-c1cc2nc(Nc3ccc(F)cc3)n(C)c(=O)c2s1 | -5
Cn1nc(C(C)(C)C)cc1C(=O)N1CCC(C)(C(=O)NS(=O)(=O)C2CC2)C1 (centres undefined) | -3
CC1(Cc2ccc3ccccc3n2)C(=O)Nc2ccc(OC(F)(F)F)cc21 (centres undefined) | -1
O=C(O)c1cc(N2CCCCC2)nc2ccccc12 | 0
COc1ccc(OC)c(CC(=O)Nc2ccc3c(c2)c(=O)n(C)n3Cc2cccc(C(F)(F)F)c2)c1 | 11
N#CCc1ccc(-c2cccc3nccn23)cc1 | 28
CCNC(=O)C1(C)CCN(C(=O)c2ccc(F)c(Cl)c2)C1 (centres undefined) | -2
Cc1cc(C)cc(N(CC(=O)NC2CCC(C)CC2)S(=O)(=O)c2ccccc2)c1 (centres undefined) | 1
CCCS(=O)(=O)NC(=O)C1(C)CCCN(C(=O)c2ccccc2)C1 (centres undefined) | -4
CN(CCc1ccccn1)C(=O)c1cc2ccccn2n1 | 1
Cc1cc(C)c(C(O)c2ncc(-c3ccccc3Cl)[nH]2)c(C)c1 (centres undefined) | 2
COC(=O)c1cnc(Nc2nc(C(N)Cc3ccccc3)cs2)nc1C(F)(F)F (centres undefined) | 1
CN(C)c1ccc(-c2nn3c(-c4ccco4)nnc3s2)cc1 | -15
O=C(NCc1ccccc1)[C@@H]1CCCN1C(=O)[C@@H](NS(=O)(=O)c1ccc(F)cc1F)c1ccccc1 | 0

Compounds above with an NH in an aromatic ring (8):
SMILES | NSD2 inh
COc1cc(CNC(=O)c2cc(-c3cc(F)ccc3OCC3CCCO3)n[nH]2)cc(OC)c1 (centres undefined) | -3
Cc1ccc(Cl)cc1-c1cc(C(=O)NCC2CCCCC2)[nH]n1 | -1
COc1ccc(C(O)c2ncc(-c3ccccc3)[nH]2)cc1 (centres undefined) | 1
CN1CCC(N[C@@H](Cc2ccccc2)C(=O)NCCCc2ccccc2)(C(=O)NCCc2c[nH]c3ccccc23)CC1 | 4
COc1ccc(Cn2cc(COC(=O)NCCc3c[nH]c4ccccc34)nn2)cc1 | 2
Cc1cc(C)cc(C(O)c2ncc(-c3ccc4ccccc4c3)[nH]2)c1 (centres undefined) | 0
OC(c1ccc2c(c1)OCO2)c1ncc(-c2ccc(Cl)cc2)[nH]1 (centres undefined) | 10
Cc1cc(C)c(C(O)c2ncc(-c3ccccc3Cl)[nH]2)c(C)c1 (centres undefined) | 2

Back to the main list; the 7 compounds before the break are reprinted first.
SMILES | NSD2 inh
Cc1cc(C)cc(N(CC(=O)NC2CCC(C)CC2)S(=O)(=O)c2ccccc2)c1 (centres undefined) | 1
CCCS(=O)(=O)NC(=O)C1(C)CCCN(C(=O)c2ccccc2)C1 (centres undefined) | -4
CN(CCc1ccccn1)C(=O)c1cc2ccccn2n1 | 1
Cc1cc(C)c(C(O)c2ncc(-c3ccccc3Cl)[nH]2)c(C)c1 (centres undefined) | 2
COC(=O)c1cnc(Nc2nc(C(N)Cc3ccccc3)cs2)nc1C(F)(F)F (centres undefined) | 1
CN(C)c1ccc(-c2nn3c(-c4ccco4)nnc3s2)cc1 | -15
O=C(NCc1ccccc1)[C@@H]1CCCN1C(=O)[C@@H](NS(=O)(=O)c1ccc(F)cc1F)c1ccccc1 | 0
Cc1ccc(F)c(S(=O)(=O)NC(=O)C2(C)CCN2C(=O)Cc2ccc(-c3ccccc3)cc2)c1 (centres undefined) | -3
O=C(CSc1nnc(COc2ccccc2)n1-c1ccccc1)Nc1ccc2c(c1)OCO2 | -28
Cc1ccc2oc(=O)c3cc(C(=O)NCCCN4CCC(C)CC4)sc3c2c1 | 6
Cc1cnc(C)c(Nc2nc(C(N)Cc3ccc(C(F)(F)F)cc3)cs2)n1 (centres undefined) | 1
O=C(N/N=C/c1cc([N+](=O)[O-])ccc1O)C1C2CCCCC21 (centres undefined) | 3
CCc1nc2ccc(C(=O)N3CCN(c4ccccc4)CC3)cn2c1N(C)CCCc1ccccc1 | 1
COc1ccc(CNC(=O)c2cccc3c(-c4cccnc4)coc23)cc1OC | 5
CC1(Cc2cccc(C(F)(F)F)c2)C(=O)Nc2ccc(-c3ccc(F)c(Cl)c3)cc21 (centres undefined) | 9
COc1ccc(NC(=O)C2(C)Cc3c(-c4ccc(N(C)C)cc4)ccnc3O2)cn1 (centres undefined) | 1
Cc1ccc(NC(=O)C2CCN(c3ncccn3)CC2)cc1C | -11
COCCNC(=O)C1CCCN(C(=O)c2ccc3sccc3c2)CC1 (centres undefined) | 1
COCCN(Cc1ccc(OC)cc1)c1c(C)nc2ccc(C(=O)NCCc3c[nH]c4ccccc34)cn12 | 1
COC(=O)[C@@]12C[C@@H](CC(=O)NCCCN3CCCC3=O)C(=O)N(Cc3cccc4ccccc34)C1=CCC(C)(C)C2 | 2
Cc1ccc(NC(=O)CSc2nnc(-c3cc(-c4ccc(Cl)cc4)n[nH]3)n2N)cc1 | -1
CCC(C)(C)C(=O)N1CCC(C(=O)NC2CCCc3ccccc32)CC1 (centres undefined) | 2
NC(=NCc1ccccc1)NN=Cc1ccnc2ccccc12 | 20
Cn1nc(C(C)(C)C)cc1C(=O)N1CCCCC1c1cc(C(=O)Nc2ccc(F)c(Cl)c2)no1 (centres undefined) | -2
Cc1cccc(NC(=O)CCS(=O)(=O)c2ccccc2)c1C | 2
O=C(NCCN1CCC(Cc2ccccc2)CC1)C1CCCN(S(=O)(=O)c2ccccc2[N+](=O)[O-])C1 (centres undefined) | 2
CC(=O)c1ccc2c(c1)N(Cc1ccc3ccccc3c1)C(=O)C(C)S2 (centres undefined) | -4
COc1cccc(C(=O)N2CCN(C3CCN(Cc4ccccc4)CC3)CC2)c1 | -3
COc1ccc(Cc2nnc(NC(=O)CSc3ccc(Cl)cc3)s2)cc1OC | -2
Cn1cc(-c2csc(C(O)c3ccc(F)cc3)n2)cn1 (centres undefined) | -1
Cc1ccc(F)c(S(=O)(=O)NC(=O)C2(C)CCN2C(=O)c2ccco2)c1 (centres undefined) | -1
CC(=O)Nc1cccc(-c2ccnc3c2CC(C)(C(=O)Nc2ccc(C(C)C)cc2)O3)c1 (centres undefined) | -3
Cc1ccc(NS(=O)(=O)c2cc3c(cc2Cl)NC(=O)CO3)cc1C | -2
COC(=O)C1=C(C)N(Cc2cccc(C(F)(F)F)c2)C(=NCc2ccccc2)NC1c1ccc(Cl)cc1 (centres undefined) | 2
CC1(C(=O)NS(=O)(=O)c2ccc3ccccc3c2)CCN1C(=O)C1(c2ccc(Cl)cc2)CCC1 (centres undefined) | -7
CN(C)c1ccc(C(=O)NCC2CCN(C(=O)C(=O)c3cccs3)CC2)cc1 | 0
CC(C)c1cccc(-c2csc(C(C)(O)c3ccc(F)c(F)c3)n2)c1 (centres undefined) | 12
CCn1c(COc2ccc(Cl)cc2)nnc1SCC(=O)Nc1ccc(Oc2ccccc2)cc1 | -5
CC(=O)OC[C@@H]1CN(Cc2ccccc2)C[C@H](n2cnc3c(N4CCN(c5ccccc5)CC4)ncnc32)O1 | 0

3 compounds already listed, sorted by their value in NSD2 inh, lowest first.
SMILES	NSD2 inh
CCn1c(COc2ccc(Cl)cc2)nnc1SCC(=O)Nc1ccc(Oc2ccccc2)cc1	-5
COc1ccc(Cc2nnc(NC(=O)CSc3ccc(Cl)cc3)s2)cc1OC	-2
COC(=O)C1=C(C)N(Cc2cccc(C(F)(F)F)c2)C(=NCc2ccccc2)NC1c1ccc(Cl)cc1 (centres undefined)	2
